# SV40 large T antigen: SV40 large T antigen inhibitors, biochemical (AID 1903); SV40 large T antigen ATPase/helicase inhibition assay; higher % means a stronger effect; inhibition, % at 20 µM; hits with a dose series show IC50 in µM; 310,000 tested, 0.39% active; in the data active = a potency from the dose series; note: strong numbers were not always called active
# Siah-1 displacement: blockers of Siah-1 interaction with plectin peptide – biochemical, fluorescence polarization, rhodamine-plectin, uHTS, primary screen (AID 1817); displacement, % at 20 µM, or IC50 in µM where a hit was titrated; Siah-1 / rhodamine-plectin peptide fluorescence polarization; higher % means a stronger effect; 290,000 tested, 0.02% active;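 active = displacement of at least 50% at 20 µM, with a fluorescence ratio check between 0.3 and a set limit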;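 note: plate controls were Siah plus tracer with DMSO for no effect and tracer alone without Siah for full effect; strong numbers were not always called active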
# RSV antiviral HEp-2: RSV antiviral activity via CPE protection, HEp-2 cells, primary 10 µM value included (AID 2391); CPE inhibition, % at 10 µM, or IC50 in µM where a hit was titrated; 310,000 tested, 0.13% active; HEp-2 cells, RSV-induced CPE inhibition; higher % means a stronger effect; in the data active = a potency from the dose series; note: strong numbers were not always called active
# NS5 inhibitors: flavivirus cap methylation enzyme inhibition – biochemical, confirmation dose response, primary screen (AID 588689); one-dose inhibition, % at 25 µM; IC50 in µM for titrated hits; 340,000 tested, 0.3% active; Dengue-2 NS5 methyltransferase capping enzyme assay, biochemical; higher % means a stronger effect; in the data active = a potency from the dose series
# UTI89 phage lysis: protection from phage-mediated lysis, alamar blue read-out – E. coli UTI89, K1F phage, bacterial capsule biogenesis inhibitors (AID 488966); 340,000 tested, 0.02% active; inhibition, % at 100 µM, or IC50 in µM where a hit was titrated; E. coli UTI89 K1F phage lysis, alamar blue, 2 h; higher % means a stronger effect;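 active = phage lysis inhibition, versus mean bacterial control, above a set limit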;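 note: capsule biogenesis inhibitors block K1F phage lysis so surviving cells raise fluorescence; higher fluorescence means more inhibition of phage lysis; actives were called in the ten point dose series up to 300 µM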
# NTR1 agonist: NTR1-driven beta-arrestin-GFP spot formation – imaging, U2OS cells, high content, primary screen (AID 493036) | P30989 | agonist mode | activation, % at 20 µM | 330,000 tested, 0.17% active;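 active = activation at or above 40% of the spot to cytoplasm intensity ratio, with at least 20 cells analyzed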;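 note: 0% = DMSO without peptide and 100% = 100 nM NTR1 peptide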
# Target sequence (P30989 whole entry, looked up): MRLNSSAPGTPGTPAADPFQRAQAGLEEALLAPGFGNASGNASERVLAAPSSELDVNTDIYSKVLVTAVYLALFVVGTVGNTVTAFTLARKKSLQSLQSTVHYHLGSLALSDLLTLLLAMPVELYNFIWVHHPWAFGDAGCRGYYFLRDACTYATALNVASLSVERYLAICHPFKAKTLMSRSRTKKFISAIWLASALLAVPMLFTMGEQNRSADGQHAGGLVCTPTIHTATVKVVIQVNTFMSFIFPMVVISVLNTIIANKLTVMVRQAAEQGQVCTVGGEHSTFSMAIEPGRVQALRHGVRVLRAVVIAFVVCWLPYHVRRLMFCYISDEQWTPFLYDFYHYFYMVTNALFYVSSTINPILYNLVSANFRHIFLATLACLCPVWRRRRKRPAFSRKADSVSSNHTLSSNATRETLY
# West Nile virus CPE: West Nile virus antiviral activity, cell-based, CPE readout (AID 1621); West Nile virus-infected cells, CPE inhibition; higher % means a stronger effect; 290,000 tested, 0.02% active; CPE inhibition, % at 10 µM; hits with a dose series show IC50 in µM; in the data active = a potency from the dose series; note: strong numbers were not always called active
# AID2073: disruptors of CaV2.2 binding to Mint1 – biochemical, HTRF (AID 2073). one-dose inhibition, % at 20 µM; IC50 in µM for titrated hits. HTRF protein-protein interaction, Mint1-CaV2.2; higher % means a stronger effect. 290,000 tested, 0.19% active; in the data active = inhibition mostly above about 51%, no sharp cut-off; note: some results filed as inactive read as strong as hits
# Rac1 GTP hydrolysis: MgcRacGAP GTPase-activating activity inhibitors, confirmation, biochemical, ADP Hunter fluorescence; AID 624330; MgcRacGAP-stimulated Rac1 GTP hydrolysis, ADP Hunter fluorescence; higher % means a stronger effect; GST-tagged Rac1 F28L mutant substrate; inhibition, % at 30 µM, or IC50 in µM where a hit was titrated; 340,000 tested, 0.6% active;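 active = first-screen hits whose inhibition reached a set limit at any dose in the follow-up dose series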;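 note: fluorescence reports GDP produced by GAP-driven GTP hydrolysis; strong numbers were not always called active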
# NTR1 agonist cell count 20 µM: also measured in NTR1 agonist; calls as there; cell count; measured here: cell count, cytotoxicity flag
# An asterisk follows results filed as active; . = no result given; [ ] = remark or other dose.
# Labels used below – A = SV40 large T antigen; B = Siah-1 displacement; C = RSV antiviral HEp-2; D = NS5 inhibitors; E = UTI89 phage lysis; F = NTR1 agonist; G = NTR1 agonist cell count 20 µM; H = West Nile virus CPE; I = AID2073; J = Rac1 GTP hydrolysis
CC(=O)OC1C2CCC1C(N1CCCCC1)CC2 (stereo not given)
  A = 4%	B = 3%	C = -1.7%	D = 3%	E = -1.0%	F = 1.0	G = 54	H = 0.2%	I = 4%	J = 3%
COCc1cc(OC(=O)N(C)C)nc2c1c(C)nn2C
  A = 23%	B = 9%	C = 1.5%	D = 2%	E = 0.6%	F = -0.1	G = 67	H = -0.6%	I = 1%	J = 4%
CCC(C)NS(=O)(=O)c1ccc(OCC(=O)N2CCN(CC)CC2)cc1 (stereo not given)
  A = -1%	B = 2%	C = -0.6%	D = -5%	E = 0.1%[50 µM]	F = 1.0	G = 48	H = -0.8%	I = 8%	J = 6%
COc1ccccc1CN1CCN(Cc2ccc(Cl)cc2)CC1
  A = 3%	B = 11%	C = -0.2%	D = -9%	E = 0.0%	F = 0.3	G = 71	H = -0.7%	I = -14%	J = 32%
BrCCc1ccccc1
  A = .	B = .	C = 0.8%	D = -6%	E = -0.9%	F = 0.0	G = 46	H = .	I = .	J = 7%
COc1ccc2c(c1OC)CN1CCc3cc4c(cc3[C@H]1C2)OCO4
  A = .	B = .	C = 0.8%	D = -4%	E = 2.5%	F = 1.3	G = 60	H = .	I = .	J = 12%
O=C(COc1ccc(Cl)cc1)N(c1ccc(Cl)cc1)C1CN2CCC1CC2 (stereo not given)
  A = 9%	B = -3%	C = -3.1%	D = 2%	E = 2.0%	F = 0.8	G = 45	H = 0.6%	I = 3%	J = 7%
COC(=O)C1=C(c2ccccc2)C[C@@H]2CC[C@H]1N2C
  A = .	B = .	C = 0.6%	D = 1%	E = 1.3%	F = -0.6	G = 58	H = .	I = .	J = 10%
CCN(CC)S(=O)(=O)c1ccc(C(=O)NC2CN3CCC2CC3)cc1 (stereo not given)
  A = 2%	B = -6%	C = 1.7%	D = 2%	E = 0.2%	F = 0.4	G = 87	H = 0.4%	I = 7%	J = 5%
CC(=C1C(=O)c2ccccc2C1=O)N1CCN(CCN=Cc2c(O)n(C)c(=O)n(C)c2=O)CC1
  A = 14%	B = -5%	C = 1.3%	D = -1%	E = -0.4%	F = 1.6	G = 59	H = 0.5%	I = 5%	J = 7%
C/C1=C\[C@@H](C)C/C=C/[C@H]2[C@@H]3O[C@]3(C)[C@@H](C)[C@H]3[C@H](Cc4c[nH]c5ccccc45)NC(=O)[C@]32C(=O)/C=C/C(=O)[C@@H]1O
  A = 11%	B = 8%	C = 2.5%	D = -10%	E = -0.4%	F = 19	G = 78	H = -1.8%	I = 30%	J = 16%
Cc1c(C(c2ccc(F)cc2)c2c(O)c3ccccc3oc2=O)c(=O)n(-c2ccccc2)n1C (stereo not given)
  A = 8%	B = -3%	C = 3.6%	D = -1%	E = -1.7%[50 µM]	F = 5.1	G = 49	H = 0.1%	I = 5%	J = -1%
CN(C)CCCN=Cc1c(O)n(CCc2ccc(F)cc2)c(=O)[nH]c1=O
  A = 4%	B = 0%	C = -0.2%	D = -15%	E = 0.7%	F = 0.5	G = 80	H = -0.1%	I = 8%	J = 5%
O=C(c1ccc(-c2ccccc2)cc1)C1CCCN(Cc2ccn[nH]2)C1 (stereo not given)
  A = 2%	B = 2%	C = 0.5%	D = 3%	E = -0.1%	F = 1.6	G = 102	H = -0.4%	I = -4%	J = 10%
O=S(=O)(c1ccccc1)N1CCN2CCCC2C1 (stereo not given)
  A = 9%	B = 28%	C = 0.9%	D = 1%	E = 0.2%	F = 2.1	G = 65	H = -0.5%	I = -2%	J = 6%
O=[N+]([O-])c1ccc(NCCCN2CCOCC2)c2ncccc12
  A = 3%	B = 1%	C = -0.7%	D = -8%	E = 0.1%	F = -0.5	G = 27	H = 0.1%	I = -6%	J = 10%
N#Cc1ccc(Cn2cc(C=O)c3ccccc32)cc1
  A = 9%	B = 10%	C = 3.7%	D = -10%	E = 0.4%	F = -0.7	G = 65	H = 0.3%	I = -1%	J = 6%
CCOP(=O)(OCC)c1cc(C)c(O)c(C(C)(C)C)c1
  A = .	B = -4%	C = 0.1%	D = -2%	E = 0.1%	F = -1.6	G = 40	H = -0.7%	I = 6%	J = 2%
CC(C)c1ccc(NC(=O)CSc2nnc(OC(=O)N(C)C)n2C2CC2)cc1
  A = 1%	B = 3%	C = 1.0%	D = -6%	E = -0.4%[50 µM]	F = -0.1	G = 35	H = -0.6%	I = 6%	J = 6%
O=[N+]([O-])c1cnc2ccc3ccccc3c2c1
  A = 21%	B = -2%	C = 11%	D = 1%	E = 0.2%	F = -1.7	G = 46	H = -0.3%	I = 4%	J = 7%
CCCc1cc(=O)oc2cc(OCC(=O)N3CCN(Cc4ccc5c(c4)OCO5)CC3)ccc12
  A = 6%	B = -9%	C = 0.6%	D = -4%	E = -0.2%	F = 2.6	G = 53	H = 0.2%	I = 3%	J = 7%
COc1ccc(N2CCN(CCc3ccncc3)CC2)cc1
  A = 13%	B = -2%	C = 0.3%	D = -10%	E = 0.2%	F = -0.3	G = 45	H = -0.7%	I = 5%	J = 14%
O=C(Cc1ccccc1)N1CCN(Cc2cccnc2)CC1
  A = 13%	B = 2%	C = -0.1%	D = 5%	E = -0.9%	F = 3.7	G = 77	H = 0.4%	I = 12%	J = 27%
C[C@]12CC[C@H]3C(CCC4(O)CC(O)CC[C@]34C=O)C1=CC[C@H]2c1ccc(=O)oc1 (stereo not given in full)
  A = 7%	B = 9%	C = 1.9%	D = -11%	E = -1.0%[50 µM]	F = -0.8	G = 88	H = 14%	I = 1%	J = 12%
COc1cccc(C(=O)C2CCCN(Cc3ccc4nonc4c3)C2)c1 (stereo not given)
  A = 9%	B = 0%	C = -0.3%	D = -1%	E = 2.6%	F = 0.5	G = 51	H = 0.5%	I = -11%	J = 7%

# Part of the list above, as comma-separated lines:
Molecule,SV40 large T antigen,Siah-1 displacement,RSV antiviral HEp-2,NS5 inhibitors,UTI89 phage lysis,NTR1 agonist,NTR1 agonist cell count 20 µM,West Nile virus CPE,AID2073,Rac1 GTP hydrolysis
C/C1=C\[C@@H](C)C/C=C/[C@H]2[C@@H]3O[C@]3(C)[C@@H](C)[C@H]3[C@H](Cc4c[nH]c5ccccc45)NC(=O)[C@]32C(=O)/C=C/C(=O)[C@@H]1O,11%,8%,2.5%,-10%,-0.4%,19,78,-1.8%,30%,16%
COc1ccccc1CN1CCN(Cc2ccc(Cl)cc2)CC1,3%,11%,-0.2%,-9%,0.0%,0.3,71,-0.7%,-14%,32%
CCN(CC)S(=O)(=O)c1ccc(C(=O)NC2CN3CCC2CC3)cc1 (stereo not given),2%,-6%,1.7%,2%,0.2%,0.4,87,0.4%,7%,5%
COc1ccc(N2CCN(CCc3ccncc3)CC2)cc1,13%,-2%,0.3%,-10%,0.2%,-0.3,45,-0.7%,5%,14%
O=[N+]([O-])c1ccc(NCCCN2CCOCC2)c2ncccc12,3%,1%,-0.7%,-8%,0.1%,-0.5,27,0.1%,-6%,10%
CN(C)CCCN=Cc1c(O)n(CCc2ccc(F)cc2)c(=O)[nH]c1=O,4%,0%,-0.2%,-15%,0.7%,0.5,80,-0.1%,8%,5%
CCC(C)NS(=O)(=O)c1ccc(OCC(=O)N2CCN(CC)CC2)cc1 (stereo not given),-1%,2%,-0.6%,-5%,0.1%[50 µM],1.0,48,-0.8%,8%,6%

# Screening results: PubChem BioAssay, several laboratories

# Some of the compounds tested; rates above refer to the full screens.
